procasp3 activ: activates human procaspase-3; P42574; recombinant procaspase-3 D3A, Ac-DEVD-pNA absorbance 405 nm; activation, % at 8.5 µM; 330,000 compounds, 0.11% hits; AID 463141;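 active means activation above the mean of all tested compounds plus 3 SD, cut at about 21% in these data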;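 further: 0% = DMSO alone and 100% = DMSO wells spiked with extra 5 µM PC-3 D3A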
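Assay system – Procaspase-3 D3A mutant, all three cleavage aspartates alanine · Controls – DMSO-only low control, 5 µM PC-3 D3A high control · Schedule – 1 h compound preincubation, 2 h substrate hydrolysis at 25 °C · Signal – 405 nm absorbance of p-nitroaniline, reads at 0 and 120 min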
MEP2-GFP yeast: yeast TOR pathway MEP2-GFP modulation | S. cerevisiae MEP2-GFP strain, flow cytometry GFP, 3 h; 100% = DMSO control level | GFP response vs DMSO, % at 10 µM | 330,000 compounds, 0.51% hits | AID 2016;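 active means GFP response versus DMSO above a set limit, roughly screen mean plus 3 SD, cut at about 180% in these data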;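 further: median GFP fluorescence of the barcode-gated MEP2-GFP cells per well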
AHR act: activates the human aryl hydrocarbon receptor | 320,000 compounds, 2.5% hits | activation, % at 5 µM | P35869 | AHR-responsive luciferase reporter cells, luminescence; in the data active means activation above about 47%;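 further: 0% = vehicle wells and 100% = reference agonist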
RPL19A-GFP yeast: alters RPL19A-GFP fluorescence in TOR pathway yeast screen | S. cerevisiae RPL19A-GFP strain, flow cytometry, 3 h; stronger effect = lower value | percent response vs DMSO, % at 10 µM | 330,000 compounds, 0.3% hits | AID 2025;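 active means percent response vs DMSO below 50%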;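 further: median channel GFP fluorescence of the barcoded RPL19A-GFP strain; ratio of sample median GFP to plate DMSO average so 100% = DMSO; lower means less RPL19A-GFP as with rapamycin TOR inhibition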
EBNA-1 inhibitor: blocks EBNA-1 binding to DNA; AID 1950; EBNA-1 DNA binding, fluorescence polarization; inhibition, % at 14.8 µM; 300,000 compounds, 0.34% hits; in the data active means inhibition above about 28%
procasp7 counter: counter-screen for procaspase-3 activators: activators of human procaspase-7. P55210. 330,000 compounds, 0.093% hits. activation, % at 8.5 µM. recombinant procaspase-7, Ac-DEVD-pNA absorbance 405 nm; D23A/D198A/D206A triple mutant, cannot self-cleave; scale: DMSO 0, 5 µM enzyme 100;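 active means percent activation above the screen-wide mean plus 3 SD, cut at about 25% in these data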
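Assay system – Uncleavable procaspase-7 mutant enzyme · Quantity – 2 µM procaspase-7 mutant as dispensed · Times – 1 h preincubation, 2 h reaction · Dosing – single nominal 8.5 µM compound dose, 0.8% DMSO final · Buffer or medium – Zinc-free 50 mM HEPES buffer, pH 7.4, with NaCl and Triton X-100 · Detection – Epi-absorbance of released pNA at 405 nm, two timepoints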
LAP4-GFP MLPCN: alters LAP4-GFP fluorescence in TOR pathway yeast screen; S. cerevisiae LAP4-GFP multiplex, flow cytometry GFP, 3 h; median GFP as percent of DMSO wells; GFP response vs DMSO, % at 10 µM; 320,000 compounds, 0.34% hits; AID 2023;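 active means GFP response vs DMSO above a set limit, about the screen mean plus 3 SD, cut at about 150% in these data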
ZTA DNA inh: blocks Epstein-Barr virus ZTA, an EBNA-1 counter-screen; P03206; ZTA-DNA binding, fluorescence polarization; inhibition, % at 11 µM; 320,000 compounds, 0.15% hits; AID 2234; in the data active means inhibition above about 33%
* hit, by the source's call; / = not tested or not shown; [ ] = dose if it differs, or a comment. Random draw from the library; 3.8% or so of the library scored in one or more.

SMILES	procasp3 activ	MEP2-GFP yeast	AHR act	RPL19A-GFP yeast	EBNA-1 inhibitor	procasp7 counter	LAP4-GFP MLPCN	ZTA DNA inh
CCN(CC(=O)Nc1cccc(OC)c1)C(=O)C1CCN(C(=O)Nc2ccccc2)CC1	-1	103	0	100	0	7	92	-8
Cc1ccc(C(=O)NCC(=O)NNC(=O)CN(C)S(=O)(=O)c2ccc(Cl)cc2)s1	-3	104	3	104	1	7	102	-4
O=C(OCC(=O)c1ccc(Cl)cc1Cl)c1ccc2c(c1)C(=O)N(c1cccc3ncccc13)C2=O	-1	99	2	101	7	-6	79	-20
CC(C)(C)NC(=O)COc1ccc(S(=O)(=O)N2CCCC2)cc1	-9	113	3	105	-1	1	96	-11
O=C(CN1C(=O)c2ccccc2C1=O)OCC(=O)c1ccccc1	-1	91	3	91	-9	-13	90	-7
O=C(Cc1ccc(S(=O)(=O)N2CCOCC2)s1)NCCc1ccc(F)cc1	6	96	9	99	-2	7	102	-5
Nc1ccc(Sc2ccccc2Cl)nc1	-4	105	-1	96	-11	3	109	-4
COC(=O)c1ccc(COn2nnc3ccccc32)cc1	-9	100	25	94	2	0	109	7
COc1ccc(CC(=O)N/N=C(\C)CC(=O)NCc2ccco2)cc1OC	-1	94	1	95	-8	2	102	-5
Cc1ccc(N2CCN(S(=O)(=O)c3ccc(-n4cnnn4)cc3)CC2)c(C)c1	3	95	0	97	-14	0	82	9
O=C(NC(C(=O)N/N=C/c1cccnc1)c1n[nH]c(=O)c2ccccc12)c1ccccc1 (stereo unspecified)	0	109	7	98	-26	0	105	-8
O=C(Cc1c[nH]c2ccccc12)Nc1nccs1	2	105	39	108	0	1	109	-20
CC(C)N1CCN(Cc2ccc(Oc3ncccn3)cc2)CC1CCO (stereo unspecified)	8	101	4	102	-11	6	105	-6
CCOC(=O)c1nnc(-c2ccccc2)nc1N1CC(C)OC(C)C1 (stereo unspecified)	-2	120	23	106	5	5	109	-25
O=C(Nc1nnc(-c2ccccc2Cl)o1)c1nc2ccccc2s1	2	107	16	103	0	3	146	14
O=[N+]([O-])c1ccc(N2CCN(C(=S)Nc3ccc(F)cc3)CC2)cc1	-11	94	-6	95	4	-17	102	6
O=C(NCC1CC1)c1onc(CSc2ccc(F)cc2)c1C(=O)NCC1CC1	-1	/	3	/	-7	5	/	-16
Cc1cc(C(=O)NC2CCCc3c2cnn3-c2cc(F)cc(F)c2)nn1C (stereo unspecified)	-1	95	-3	95	-12	6	91	7
O=C(COC(=O)[C@H](Cc1ccccc1)NC(=O)c1cccs1)NC1CCCCC1	2	91	4	102	-11	-2	100	1
CCCSC1=C(C#N)C(c2ccccc2C)C(C(=O)OC)C(=O)N1 (stereo unspecified)	-1	109	-1	107	-3	5	98	3
COc1ccccc1S(=O)(=O)CC(O)COc1ccc(C#N)cc1 (stereo unspecified)	2	100	0	97	-9	5	114	-17
COc1ccc(N2CCN(Cc3cc(=O)c(OCC(=O)NC4CCCC4)co3)CC2)cc1	3	108	-2	104	3	5	110	2
Cc1cccc(C)c1OCC(=O)NCc1ccccc1	0	277*[may fluoresce violet]	-3	42*[may fluoresce violet]	5	1	80[may fluoresce violet]	8
O=C(ON=C1CCN(S(=O)(=O)c2ccccc2)CC1)c1ccc(Cl)cc1	-9	110	-2	106	0	-1	113	1
Cc1ccc(S(=O)(=O)Nc2c(C)cc(C)nc2Cl)cc1	0	99	1	102	-10	-7	101	5
CCOCCCNCC(=O)Nc1ccc(OC(F)(F)F)cc1	4	110	1	108	5	0	106	-7
CNS(=O)(=O)c1ccc(C)c(S(=O)(=O)NC)c1	-5	101	1	101	3	14	99	-8
O=C(Nc1ccc(N2CCOCC2)c(Cl)c1)c1c(F)c(F)c(F)c(F)c1F	0	100	3	99	-18	0	97	-15
COc1ccc(CCNC(=O)CCS(=O)(=O)c2ccc3c(c2)NC(=O)CS3)cc1OC	1	103	0	100	6	6	104	1
Cc1ccc(-c2csc(/C(C#N)=C/Nc3ccc4c(c3)OCCO4)n2)cc1	9	97	3	102	7	9	99	3
CCCC(c1nnnn1C(C)(C)C)N1CCN(Cc2ccccc2)CC1 (stereo unspecified)	1	99	0	94	8	-1	98	-7
Cc1ccc(N(CC(=O)N(C)Cc2ccccc2)S(C)(=O)=O)cc1C	4	97	3	99	1	-11	105	-6
O=C(CN1C(=O)CCSc2ccccc21)Nc1cccc(F)c1	4	101	-1	99	-5	-2	96	-2
COc1ccccc1CN(C)C(=O)c1sccc1-c1ccccc1	2	98	0	104	-4	8	98	-6
Cc1ccc(NC(=O)CSc2ccccc2)cc1S(=O)(=O)N1CCCCC1	7	99	1	98	/	5	102	-8
CCn1c2ccccc2c2cc(/C=N/NC(=O)c3cccc(C)c3)ccc21	2	97	10	102	-2	8	95	-3
O=C(NCc1ccccc1)C(c1ccco1)N(C(=O)c1ccccn1)c1ccccc1 (stereo unspecified)	3	97	0	97	4	-6	97	9
CC(C(=O)Nc1cccc(S(=O)(=O)N2CCOCC2)c1)N1CCN(C)CC1 (stereo unspecified)	0	98	0	98	2	-10	102	10
O=C(Nc1nccs1)C1(c2ccc(Cl)cc2)CC1	9	118	2	113	-1	6	110	18
O=C(c1cccc(F)c1)N1CCN(CC2CC3C=CC2C3)CC1 (stereo unspecified)	0	88	3	92	-3	8	96	1

Whole records, looked up by structure. Screens in order: procasp3 activ	MEP2-GFP yeast	AHR act	RPL19A-GFP yeast	EBNA-1 inhibitor	procasp7 counter	LAP4-GFP MLPCN	ZTA DNA inh
Shown for CC(C(=O)Nc1cccc(S(=O)(=O)N2CCOCC2)c1)N1CCN(C)CC1 (stereo unspecified) → 0	98	0	98	2	-10	102	10
Shown for Cc1ccc(N2CCN(S(=O)(=O)c3ccc(-n4cnnn4)cc3)CC2)c(C)c1 → 3	95	0	97	-14	0	82	9

(next part)
SMILES	procasp3 activ	MEP2-GFP yeast	AHR act	RPL19A-GFP yeast	EBNA-1 inhibitor	procasp7 counter	LAP4-GFP MLPCN	ZTA DNA inh
Cc1cccn2c(=O)c(C=O)c(Nc3ccccc3)nc12	0	104	14	107	0	-1	102	-3
CCCCOC(=O)Oc1ccc2c(=O)c(Oc3cccc(C)c3)coc2c1	-6	100	2	101	6	-6	108	-5
COc1cc(NC(=O)N[C@@H](CCSC)C(=O)O)cc(OC)c1	2	105	0	99	3	-2	113	7
CS(=O)(=O)N(CC(=O)N1CCCC1)c1cccc(F)c1	-1	120	1	105	-6	-8	105	-9
O=[N+]([O-])c1ccc(N2CCOCC2)cn1	-7	101	1	104	4	-3	114	-4
CCn1c(SCC(=O)Nc2ccccc2Br)nnc1-c1cnccn1	2	122	5	106	-4	-1	88	-1
C[C@@H](C(=O)Nc1ccc2ccccc2c1)[C@@H]1C[C@@]1(C)[C@@H](NC(=O)c1cccnc1)c1ccccc1	1	/	3	/	11	-5	/	-14
CCC(C(=O)N1CCN(S(C)(=O)=O)CC1)c1ccccc1 (stereo unspecified)	5	103	-1	106	-5	-1	106	-3
COC(=O)c1ccc(Oc2nc(SC)nc(N(C)C)n2)cc1	-4	98	-1	100	-7	4	107	-5
CCCOc1ccc(NC(=O)CC2C(=O)Nc3ccccc3N2CC(=O)N2CCCC2)cc1 (stereo unspecified)	0	86	5	91	/	5	92	8
O=C(C1=C[C@@H](c2coc3ccccc3c2=O)C[C@@H](OCc2ccc(CO)cc2)O1)N1CCCCCCC1	13	/	-3	/	-11	-3	/	1
O=c1cc(COc2ccc(Cl)c(Cl)c2)nc2sccn12	-2	108	-1	106	-12	-7	103	5
COc1ccc(-c2c(-c3cc(OC)cc(OC)c3)n(C)c3ccc(-c4ccc(OC)nc4)cc23)cc1	4	87	0	96	/	10	98	6
Nn1cnnc1SCC(=O)N1CCc2ccccc2C1	5	98	8	93	/	0	92	7
O=C(CNc1ccc(F)cc1Cl)Nc1cccc(S(=O)(=O)N2CCCCC2)c1	-3	92	2	94	/	-6	96	0
COP(=O)(OC)C(Nc1ccc(Cl)cc1)c1ccccc1 (stereo unspecified)	11	113	-1	100	6	5	89	1
CC(=O)c1ccc(NC(=O)CSc2nnc(NC(=O)c3ccco3)s2)cc1	7	90	1	92	4	-6	93	9
CCNC(=O)CC1C(=O)N(c2ccc(F)cc2)C(=O)N1CCC(C)C (stereo unspecified)	-3	102	1	91	-3	-5	94	-5
COc1cc(O)ccc1C=O	0	102	2	100	2	7	102	-3
COC(=O)C(C)(C)ONC(=O)Nc1ccc(Br)cc1	-11	106	0	104	-12	-2	90	-14
CCCCOCCCn1cnc2c([nH]c3cc(OC)ccc32)c1=O	1	93	11	93	0	-6	90	-8
COCCNC(=O)C1CCC(CNS(=O)(=O)c2ccc(F)cc2)CC1 (stereo unspecified)	0	110	0	106	-3	7	89	-9
O=Cc1ccc2noc(-c3ccc(F)cc3)c2c1	2	93	9	93	-11	-3	92	-12
CCN1C(=O)c2ccccc2Sc2ccc(C(=O)NCCCN3CCCCC3)cc21	15	103	2	102	8	10	99	-2
O=C(N/N=C/c1sc2ccccc2c1O)c1ccccc1	-5	110	73*	103	8	-4	149	-6
COc1cc(Cl)ccc1OCc1cc(C(=O)NC(C)Cc2cnccn2)no1 (stereo unspecified)	-4	98	33	98	13	-1	115	3
COc1ccc(CCNCC(O)COc2ccc(OC)cc2C(C)(C)C)cc1 (stereo unspecified)	0	104	1	102	-15	-3	96	4
Cc1cc(C)c(NC(=O)CCCN2CCCC2)c(C)c1	3	101	-1	105	1	7	97	3
CCC1SC2=NC(C)=C(C(=O)OCCOC)C(/C=C/c3ccccc3OC)N2C1=O (stereo unspecified)	-1	105	3	98	-6	2	98	-8
Cc1ccc(-n2ncc3c2CCCC3NC(=O)CCCN2CCCC2=O)cc1C (stereo unspecified)	1	107	1	108	4	5	73	3
COC(=O)/C=C1\SC(=Nc2ccc(OC)cc2)NC1=O	0	89	2	91	-2	-10	83	6
COC1CC(C)NC(=S)N1 (stereo unspecified)	16	116	-3	115	-1	11	126	15
C=CCOc1ccc(/C=C/C(=O)OCC(=O)NC2CCCCCC2)cc1	8	98	-1	98	1	7	89	-6
CN(C(=O)CSc1nnc(-c2ccc(C(C)(C)C)cc2)n1C)C1CCS(=O)(=O)C1 (stereo unspecified)	8	109	1	107	/	-6	114	7
COc1ccc(Cl)c(Cn2c(NCc3ccccn3)nc3c2c(=O)n(C)c(=O)n3C)c1	1	101	5	95	4	3	97	1
CC(=O)Nc1ccc(NC(=O)C(C)OC(=O)CCCN=C2NS(=O)(=O)c3ccccc32)cc1 (stereo unspecified)	3	104	-1	99	-11	-1	102	-2
COc1cccc(CNC(=O)c2ccccc2NC(=O)C2=C(C)OCCS2)c1	-2	106	1	97	11	0	102	-6

Taken from above, seven compounds:
SMILES	procasp3 activ	MEP2-GFP yeast	AHR act	RPL19A-GFP yeast	EBNA-1 inhibitor	procasp7 counter	LAP4-GFP MLPCN	ZTA DNA inh
COc1cc(Cl)ccc1OCc1cc(C(=O)NC(C)Cc2cnccn2)no1 (stereo unspecified)	-4	98	33	98	13	-1	115	3
COc1ccc(CCNCC(O)COc2ccc(OC)cc2C(C)(C)C)cc1 (stereo unspecified)	0	104	1	102	-15	-3	96	4
Cc1cc(C)c(NC(=O)CCCN2CCCC2)c(C)c1	3	101	-1	105	1	7	97	3
CCC1SC2=NC(C)=C(C(=O)OCCOC)C(/C=C/c3ccccc3OC)N2C1=O (stereo unspecified)	-1	105	3	98	-6	2	98	-8
Cc1ccc(-n2ncc3c2CCCC3NC(=O)CCCN2CCCC2=O)cc1C (stereo unspecified)	1	107	1	108	4	5	73	3
COC(=O)/C=C1\SC(=Nc2ccc(OC)cc2)NC1=O	0	89	2	91	-2	-10	83	6
COC1CC(C)NC(=S)N1 (stereo unspecified)	16	116	-3	115	-1	11	126	15
